# Source: PubChem (Emory University Molecular Libraries Screening Center)
# EP2 modulator: EP2 receptor modulators, cAMP readout, primary screen, cell-based, HTRF cAMP, PGE2 stimulation. 0.83% of 260,000 active. AID 940, 2007. EP2-expressing cells, cAMP HTRF FRET, PGE2 co-stimulation. Prostaglandin E2 receptor EP2 subtype (Homo sapiens), P43116. induction, % at 25 µM;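 active means compounds whose cAMP rise, as percent of the full-agonist control response, exceeds 60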;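 further: rat C6 glioma line stably carrying human EP2 under a CMV promoter; the protocol text gives 20 µM as final concentration; 100% = response of wells given 1 µM PGE2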
# Target sequence (P43116 whole entry, looked up): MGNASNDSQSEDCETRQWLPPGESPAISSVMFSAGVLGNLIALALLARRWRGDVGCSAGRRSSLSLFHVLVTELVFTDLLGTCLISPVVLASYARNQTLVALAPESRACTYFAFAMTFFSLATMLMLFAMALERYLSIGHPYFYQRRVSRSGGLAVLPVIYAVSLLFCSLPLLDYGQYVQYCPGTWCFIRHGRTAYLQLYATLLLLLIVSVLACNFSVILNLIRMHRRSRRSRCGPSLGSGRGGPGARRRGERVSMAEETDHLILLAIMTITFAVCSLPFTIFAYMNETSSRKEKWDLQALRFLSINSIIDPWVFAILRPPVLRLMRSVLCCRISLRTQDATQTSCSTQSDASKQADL
# An asterisk follows results filed as active. The list is partial, so the mix of outcomes need not match the whole.
Compound	EP2 modulator
COc1ccc(N2CCN(C(c3cc(OC)c(OC)c(OC)c3)c3nnnn3C(C)(C)C)CC2)cc1 (stereo not drawn)	-26
Cc1ccc(C)c(OCC(=O)Nc2nc3ccc(S(C)(=O)=O)cc3s2)c1	-42
Cc1ccc(F)cc1NC(=O)Cn1nc(-c2ccco2)cc(N)c1=O	-51
CCc1ccc2[nH]c(=O)c(CN(CCN3CCOCC3)C(=S)NC)cc2c1	-2
COc1ccc(CC(=O)N[C@H](C)Cn2nnc3ccccc32)cc1	2
O=C(COc1ncnc2ccccc12)NC(c1ccccc1)c1cccnc1 (stereo not drawn)	-16
Cc1ccc2cc(CN(Cc3cccs3)C(=S)NC3CCCCC3)c(=O)[nH]c2c1	-47
NC(=O)CSc1nnc(-c2cccs2)o1	-3
COc1ccc2c(c1)C=C(CN1CCc3c(nc(N4CCCC4)[nH]c3=O)C1)CO2	10
Cc1ccc(S(=O)(=O)CCCOC(=O)Nc2cccnc2)cc1	-4
COc1ccccc1CCC(=O)NC1CCCc2c1cnn2-c1ccc(F)cc1 (stereo not drawn)	-94
O=C(NC1CCCCC1)N(CCc1ccccc1)Cc1cc2cc3c(cc2[nH]c1=O)OCO3	25
CC(c1ccccc1)c1nc2cnccn2c1NC(C)(C)C (stereo not drawn)	-55
N=C1Sc2ccccc2C2=NCCCN12	1
Cc1cc2cc(CN(C(=S)NCc3ccccc3)C3CCCCC3)c(=O)[nH]c2cc1C	22
C#CCOc1ccc(Br)cc1C(c1c(C)[nH][nH]c1=O)c1c(C)[nH][nH]c1=O	-36
CCOC(=O)C(=O)Nc1sc(C(=O)Nc2ccc(F)cc2)c(C)c1C(=O)OC	-12
COc1ccccc1NC(=O)C1=C(C)NC2=C(C(=O)CCC2)C1c1ccc(Cl)c(Cl)c1 (stereo not drawn)	15
CCc1ccccc1OCC(=O)Nc1ccc(S(=O)(=O)Nc2nccs2)cc1	6
Cc1nc2ncnn2c(Nc2cccc(Cl)c2C)c1C	-34
COc1ccc(NC(=O)COc2ccc(/C=C/C3=CCN(C)CC3)cc2OC)cc1	-62
CCOc1cc(C2C3=C(CCCC3=O)NC3=C2C(=O)CCC3)cc(Cl)c1OCC	-19
CCn1c(SCC(=O)Nc2ccccc2Cl)nnc1-c1ccco1	-20
COc1ccc(-c2cc(C)[nH]c(=S)c2C#N)cc1	-4
COc1ccc2c(c1)OC1(CCN(CC(O)c3c[nH]c4cc(C)ccc34)CC1)CC2O (stereo not drawn)	-86
CCOC(=O)C1CCN(C(=O)CN(c2ccccc2OC)S(=O)(=O)c2ccc(C)cc2)CC1	-7
COCc1ccc(OC)c(CN2CCc3onc(-c4ccc(F)c(F)c4)c3C2)c1	-36
O=C(NC1CCN(C(=O)Nc2ccccc2C(F)(F)F)CC1)c1ccco1	-23
Cc1ccccc1CN1CCc2c(nc(N3CC(C)OC(C)C3)[nH]c2=O)C1 (stereo not drawn)	-23
NC(=O)Cn1nnc(-c2ccc(Cl)cc2)n1	-10

# The list goes on, starting with the last four of the part before.
Compound	EP2 modulator
COCc1ccc(OC)c(CN2CCc3onc(-c4ccc(F)c(F)c4)c3C2)c1	-36
O=C(NC1CCN(C(=O)Nc2ccccc2C(F)(F)F)CC1)c1ccco1	-23
Cc1ccccc1CN1CCc2c(nc(N3CC(C)OC(C)C3)[nH]c2=O)C1 (stereo not drawn)	-23
NC(=O)Cn1nnc(-c2ccc(Cl)cc2)n1	-10
Cn1c(CNc2ccccc2C#N)c(C#N)c2ccccc21	-25
COc1ccc(C)cc1S(=O)(=O)N(C)CC(=O)N1CCN(c2ccccc2F)CC1	-22
Cn1c(SCCO)nnc1C1CCCN1 (stereo not drawn)	12
CCn1cc(C(=O)N2CCC3(CC2)Nc2cc(OC)ccc2-n2cccc23)c(C)n1	-49
Cc1ccc(-c2ccc(SC(C)C(N)=O)nn2)cc1 (stereo not drawn)	-80
C[C@@H](Cn1nnc2ccccc21)NC(=O)c1ccncc1	-13
CS(=O)(=O)N(CC(=O)Nc1cccc2ccccc12)c1ccc2c(c1)OCO2	-12
O=C(c1ccc(Cl)cc1)N1CCCCCC1	-19
Cc1ccc(NC(=O)c2ccc3nccnc3c2)cc1C	-42
CC[C@@H](Cn1nc(-c2cccs2)ccc1=O)NC(=O)CN1Cc2ccccc2C1=O	23
CN1CCN(CC(=O)Nc2cccc(C(F)(F)F)c2)CC1	2
OCCSCc1cc(Cl)cc(Cl)c1O	1
CCOC(=O)Cn1nnnc1C(C(C)C)N(Cc1cc2c(C)cc(C)cc2[nH]c1=O)C1CCCCC1 (stereo not drawn)	5
Cc1sc2nc(C)n3c(=O)n(CC(=O)Nc4ccccn4)nc3c2c1C	-37
CN1CCC[C@@H]1CCO[C@](C)(c1ccccc1)c1ccc(Cl)cc1	7
CC(C)c1nc2ccccc2c2nnc(SCC(N)=O)n12	21
CC(C(=O)O)N1CCCC1 (stereo not drawn)	-19
CC(C)C(=O)N1CCC(n2nc(-c3ccco3)ccc2=O)CC1	-13
Cc1c(Cl)c([N+](=O)[O-])nn1CC(=O)NC(C)COc1ccccc1 (stereo not drawn)	-35
Cc1ncc(-c2ccncc2)c(C2CCCN(C(=O)c3cnn(C)c3C)C2)n1 (stereo not drawn)	8
COc1ccc2cc(C)c3nn(CC(=O)Nc4ccccn4)c(=O)n3c2c1	-18
CCCOc1ccc(N2CC(C(=O)Nc3cccc(C)n3)CC2=O)cc1 (stereo not drawn)	-16
Cc1cc(C)c(S(=O)(=O)N(C)CC(=O)N2CCc3ccccc3C2)c(C)c1	-16
O=C(/C=C/c1ccc(-c2nc3ccccc3s2)o1)c1ccco1	-8
CC1(C)CCCC2(C)C3C1[C@@H](O)C2(C)C[C@H]3O (stereo partly drawn)	15
COc1ccc(N2CC(C(=O)Nc3c(C)cccc3C)CC2=O)cc1 (stereo not drawn)	7
CS(=O)(=O)N(CC(=O)Nc1ccc2c(c1)OCCO2)c1ccc(Cl)c(Cl)c1	-58
NC(N)=NCCSSCCN=C(N)N	-4
CCc1nnc(NC(=O)CSc2nnc(COc3ccc(OC)cc3)n2CC)s1	8
COc1cc(OC)cc(C(=O)N2CCC(n3nnc4ccccc4c3=O)CC2)c1	-6

# The last two records of the section before open the next one.
Compound	EP2 modulator
CCc1nnc(NC(=O)CSc2nnc(COc3ccc(OC)cc3)n2CC)s1	8
COc1cc(OC)cc(C(=O)N2CCC(n3nnc4ccccc4c3=O)CC2)c1	-6
C=CCN1CCN(C(c2ccc(Cl)cc2)c2nnnn2CCOC)CC1 (stereo not drawn)	6
Cc1cc(NC(=O)c2ccccc2)ccc1NC(=O)c1ccco1	-35
COc1cccc(NC(=O)c2cn3ccc(C)cc3n2)c1	-5
COc1cccc(C2CC(C(F)(F)F)n3ncc(C(=O)N(C)C4CCCCC4)c3N2)c1 (stereo not drawn)	59
Cc1cccc(/C=C/c2ccccc2)n1	-27
O=C(CSc1n[nH]c(-c2ccco2)n1)Nc1ccc(Cl)cc1Cl	-34
Cc1ccc(CCCC(=O)O)cc1C	26
COc1ccc(-n2nc3ccc(NS(=O)(=O)c4ccc(S(=O)(=O)N(C)C)cc4)cc3n2)cc1	-44
CCCc1nc(SCC(=O)Nc2ccc(OCC)cc2)c2ccccc2n1	28
COc1ccc(CN2CCc3c(nc(N4CCC(C)CC4)[nH]c3=O)C2)c(O)c1	-38
COc1cc(CC(=O)Nc2nc3c(s2)CCc2c-3cnn2C)cc(OC)c1OC	-43
CC(C)OCC(O)CN1CCN(CC2(c3ccc(Cl)cc3)CC2)CC1 (stereo not drawn)	19
CNC(=O)COc1ccc(S(=O)(=O)N2CCCC2)cc1	-1
CC1CCCCN1C(=O)CCSc1nc(-c2ccc3c(c2)OCO3)cc(C(F)(F)F)n1 (stereo not drawn)	-26
COc1cc(CN(Cc2ccccn2)C2CC(C)(C)NC(C)(C)C2)cc(OC)c1O	-4

# Going on with the list.
smiles,EP2 modulator
Clc1ccc(-c2noc(C3CCCNC3)n2)cc1 (stereo not drawn),-75
CCc1cccc(NC(=O)CSc2nc3ccccc3n2CC(=O)N2CCCC2)c1,-2
CCC(C)(C)n1nnnc1CN(Cc1ccc2c(c1)OCO2)Cc1cc2ccc(C)cc2[nH]c1=O,25
O=C(Nc1ccc(F)cc1)c1nc[nH]c1C(=O)O,2
Cc1cccc2cc(CN(Cc3ccccc3)C(=S)NCc3ccco3)c(=O)[nH]c12,-6
Cc1cc(C)cc(NC(=O)CCN2CCC(C(N)=O)CC2)c1,-5
C=C1CCC2C(CC2(C)C)C(=O)CCC1O (stereo not drawn),0
Cc1cc(C)c2cc(CN(Cc3ccco3)Cc3nnnn3C3CCCCC3)c(=O)[nH]c2c1,69*
CN(C(=O)Cn1c2ccccc2c(=O)c2ccccc21)c1nc2c(s1)CCc1occc1-2,0
CCOC(=O)C(=O)Nc1nnc(-c2ccc(F)cc2)s1,-32
CC1CCN(CC(=O)NNC(=O)c2cccc(Br)c2)CC1,-40
Cc1sc(NC(=O)CN2CCOCC2)nc1-c1ccc2c(c1)CCN2S(C)(=O)=O,-16
CCCC(=O)N(C)Cc1cc2cc(OC)ccc2[nH]c1=O,-31
O=C(Cc1c(F)cccc1Cl)N1CCCC(c2noc(-c3ccccn3)n2)C1 (stereo not drawn),-91
Cc1cc2cc3c(cc2nc1SCC(=O)c1ccccc1)OCO3,70*
COc1ccc(N=c2oc3c(OC)cccc3cc2C(=O)Nc2nccs2)c(OC)c1,28
CCc1ccc2nc(SCC(=O)Nc3ccc(OC)cc3OC)c(C#N)cc2c1,0
Cc1c(C(=O)NCc2nc(-c3ccccc3)no2)oc2c(C)cccc12,-3
COc1ccccc1OC(=O)c1cc(S(=O)(=O)N2CCOCC2)ccc1Cl,25
Cn1c(=O)c2[nH]c(CCS)nc2n(C)c1=O,28
O=C(CCc1ccccc1)N1CCC[C@@H](Cn2nc(-c3cccs3)ccc2=O)C1,-60
CCOC(=O)CNC(=O)CSc1nc2ccc(OCC)cc2cc1C,-24
O=C(Cn1c(Cc2ccccc2)nc2ccccc2c1=O)N1CCOCC1,-5
Cc1ccc(C)c(NC(=O)CCN2CCN(C)CC2)c1,-13
COc1ccc(NC(=O)CSc2nnc(-c3ccc(OC)cc3)n2-c2ccc(OC)cc2)cc1,-7
CCCn1c(=O)c2[nH]c(-c3ccc(OCC(=O)Nc4ccc(C#N)cc4)cc3)nc2n(CCC)c1=O,-4
CCC(C)NC(=O)C1CCN(S(=O)(=O)c2ccc(OC)c(C)c2)CC1 (stereo not drawn),-18
Cn1ccnc1C1(O)CCN(C(=O)c2ccc3nc[nH]c3c2)CC1,9
Cc1ccc(NC(=O)CSc2nnc(C(C)C)n2C)c(C)c1,9
CC(Cc1ccc2c(c1)OCO2)CN1CCc2c(nc(N3CCCC(C)C3)[nH]c2=O)C1 (stereo not drawn),-11

# 4 entries from above in another layout.
Clc1ccc(-c2noc(C3CCCNC3)n2)cc1 (stereo not drawn)
  EP2 modulator: -75
CCc1cccc(NC(=O)CSc2nc3ccccc3n2CC(=O)N2CCCC2)c1
  EP2 modulator: -2
CCC(C)(C)n1nnnc1CN(Cc1ccc2c(c1)OCO2)Cc1cc2ccc(C)cc2[nH]c1=O
  EP2 modulator: 25
O=C(Nc1ccc(F)cc1)c1nc[nH]c1C(=O)O
  EP2 modulator: 2

# Further compounds
smiles,EP2 modulator
COc1ccccc1OCC(O)Cn1c(=N)n(CCN2CCOCC2)c2ccccc21 (stereo not drawn),-22
CC(=O)c1ccc(OC(=O)N2CCOCC2)cc1,-6
CCCOc1ccc(C2C3=C(CCCC3=O)N(C)C3=C2C(=O)CCC3)cc1OCC,19
COc1ccc(-c2ccc(Nc3ccccc3Br)nn2)cc1OC,-65
COCCN1C(=O)C(=O)/C(=C(\O)c2ccc(OC)cc2)C1c1ccc(OC)c(OC)c1 (stereo not drawn),-6
CC(CN1CCN(C)CC1)OC(=O)COc1ccc(Cl)cc1Cl (stereo not drawn),10
CC(=O)N1CCN(c2ccc(NC(=O)c3cccc(Cl)c3Cl)cc2)CC1,-29
COCCn1c(SCC(=O)NCc2ccccc2)nc2sc(C)c(C)c2c1=O,-16
CCOc1ccccc1-c1nc2cnccn2c1NC(C)(C)C,-8
O=C(NC1CCCCC1)C(c1ccccn1)N(Cc1ccccc1Cl)C(=O)Cc1cccs1 (stereo not drawn),17
COc1cc(/C=C2/C(C)=C(C#N)c3nc(N)c(C#N)c(C)c32)cc2c1OCO2,-19
N[C@@H]1[C@@H]2[C@@H]3C[C@H]4N(CC[C@@]14C(=O)C(=O)O)CC3=CCO[C@@H]2CC(=O)O,15
CCCC(=O)N1CCN(c2ccc(NC(=O)c3ccc(C)cc3C)cc2)CC1,19
Cn1c(N2CCC(C(=O)NC3CCc4ccccc43)CC2)nc2ccccc21 (stereo not drawn),-59
O=C(Nc1ccc(S(=O)(=O)N2CCCC2)cc1)C1CCCO1 (stereo not drawn),6
CCn1c(SCC(=O)Nc2nc(C)c(C)s2)nnc1-c1ccccc1,-8
O=C(CN(c1ccc(F)cc1)S(=O)(=O)c1ccc2c(c1)OCCO2)N1CCCCC1,-18
Nc1c(C(=O)Nc2ccc(N3CCOCC3)cc2)sc2nc3ccccc3cc12,-28
COc1ccc(OCC(=O)Nc2cccc(C)n2)cc1,-39
Cc1nn(-c2ccccc2)c2[nH]c(=O)c(CNCc3ccccc3F)cc12,16
COc1ccc(C(=O)N2CCC(O)(c3cccnc3)CC2)cc1OC,-11
Cc1cc2c(cc3c(=O)n(CC(=O)NCc4ccco4)nc(C)n32)s1,22
COc1ccc(Nc2nc(=O)c3cccnc3s2)cc1,11
CN1CCN(c2nc3c(c(=O)[nH]c(=O)n3C)n2CCC#N)CC1,-6
Cc1nn(Cc2ccc(Cl)c(Cl)c2)c(C)c1[N+](=O)[O-],16
CC(=O)c1ccc(S(=O)(=O)N2CCC(n3c(C)nc4cc(F)ccc43)CC2)cc1,-41
